Pf apPOL inh: Pf-apPOL DNA polymerase inhibition | Recombinant Pf-apPOL, molecular beacon fluorescence, 1.5 h | inhibition, % at 10 µM | actives 0.25% (n = 210,000) | AID 1794808
mHTT CaM bind: inhibitors of human mutant huntingtin-calmodulin interaction; inhibition, % at 15 µM; AlphaScreen His-mHTT/GST-CaM binding, luminescence; actives 3.6% (n = 190,000); AID 1671202; P42858;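 note: 0% = both proteins with DMSO and 100% = one protein alone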
An asterisk follows results filed as active; nt = no result given; & = joins results of further samples. Cut-off read from the data, not from the text of the source: active = inhibition above about 50%; inactive = the rest.

SMILES	Pf apPOL inh	mHTT CaM bind
Cc1ccc(C)c(S(=O)(=O)N2CCC(C(=O)NCCc3csc(C)n3)CC2)c1	-8	19
COc1cccc(OC)c1C(=O)Oc1ccc2c(c1C)OC(=Cc1ccco1)C2=O	-7	19
NC(=O)c1sc2nc(N3CCOCC3)c3c(c2c1N)CCCC3	5	45
CNc1nccc(N2CCC(CC(=O)N3CCCCC3)CC2)n1	2	6
O=C(CN1C(=O)NC2(CCCCC2)C1=O)Nc1cc(F)cc(F)c1	-5	-8
CCOC(=O)N1CCc2c(sc3[nH]c(=S)n(-c4ccccc4)c(=O)c23)C1	3	nt
COC(=O)c1ccc2c(=O)n(-c3ccccc3)c(N3CCSC3)nc2c1	-2	-9
CN(C(=O)CSc1nc2ccccc2c(=O)n1-c1ccccc1)c1ccccc1	-1	-1
CC1CC(C)CN(C(=O)C2CCN(S(=O)(=O)N3CCC4(CC3)OCCO4)CC2)C1 (stereo not drawn)	-13	6
O=[N+]([O-])c1ccc(CC23CC4CC(CC(C4)C2)C3)cc1	-7	2
CC(C)Oc1ccc(CNC(=O)C2CCCN(c3nnc4ccccn34)C2)cc1 (stereo not drawn)	-1	-2
Cc1ccccc1OCC1CN(CN2CCCCC2)C(=O)O1 (stereo not drawn)	4	4
COCCNC(=O)N1CC2CN(S(=O)(=O)c3cccc(C)c3)CC(C1)O2	-5	-6
Cc1noc(-c2nn(C)c3c2CN(C(=O)c2ccsc2)CC3)n1	-2	-1
CCCc1ccc(C#N)c(SCC(=O)Nc2ccc(C(=O)O)cc2)n1	3	8
COc1cccc(NC(=O)c2sc(C)nc2-c2ccc([N+](=O)[O-])cc2)c1	-5	30
CCNC(=O)c1ncn(CC(O)c2ccc3c(c2)OCO3)n1 (stereo not drawn)	2	-5
CCNc1cc(N2CCCC(CCC(=O)N3CCN(CC(C)C)CC3)C2)ncn1 (stereo not drawn)	3	14
COc1cccc(NC(=O)C2CCN(c3c(C#N)cnc4ccccc34)CC2)c1	2	2
COc1ccccc1CNC(=O)CC(C)C	-7	-1
CCOc1ccc2c(c1)OC(=Cc1ccc(O)c(OC)c1)C2=O	0	22
CCCCOc1ccc(-c2nc(C=Nc3cccc(Cl)c3C)c(O)o2)cc1	3	5
O=C(CN1C(=O)C2CCCCN2C(=O)c2ccccc21)NCc1ccccc1C(F)(F)F (stereo not drawn)	-2	9
O=C(NC1CCN(c2nnc3ccc(Cl)cn23)CC1)c1ccoc1	1	3
Cc1ccc(S(=O)(=O)NC2CCCCC2)cc1[N+](=O)[O-]	-2	0
CCOC(=O)c1cc(C(=O)OC)c(C)nc1NCc1ccc2c(c1)OCO2	4	nt
CC(=O)Nc1ccccc1NC(=O)CC1CCCCC1	0	-1
CCCC(CCC)C(=O)Nc1cc(C)ccc1O	4	-11
O=C(C[C@H]1C(=O)N(Cc2cccnc2)C[C@@H]1Cc1ccccc1)Nc1ccc(Br)cc1	-6	27
COCCC1CCN(C(=O)CN(C)C(=O)c2ccc(OC)nc2)CC1	-1	-5

15 successive compounds from above, for reference:
SMILES	Pf apPOL inh	mHTT CaM bind
COCCNC(=O)N1CC2CN(S(=O)(=O)c3cccc(C)c3)CC(C1)O2	-5	-6
Cc1noc(-c2nn(C)c3c2CN(C(=O)c2ccsc2)CC3)n1	-2	-1
CCCc1ccc(C#N)c(SCC(=O)Nc2ccc(C(=O)O)cc2)n1	3	8
COc1cccc(NC(=O)c2sc(C)nc2-c2ccc([N+](=O)[O-])cc2)c1	-5	30
CCNC(=O)c1ncn(CC(O)c2ccc3c(c2)OCO3)n1 (stereo not drawn)	2	-5
CCNc1cc(N2CCCC(CCC(=O)N3CCN(CC(C)C)CC3)C2)ncn1 (stereo not drawn)	3	14
COc1cccc(NC(=O)C2CCN(c3c(C#N)cnc4ccccc34)CC2)c1	2	2
COc1ccccc1CNC(=O)CC(C)C	-7	-1
CCOc1ccc2c(c1)OC(=Cc1ccc(O)c(OC)c1)C2=O	0	22
CCCCOc1ccc(-c2nc(C=Nc3cccc(Cl)c3C)c(O)o2)cc1	3	5
O=C(CN1C(=O)C2CCCCN2C(=O)c2ccccc21)NCc1ccccc1C(F)(F)F (stereo not drawn)	-2	9
O=C(NC1CCN(c2nnc3ccc(Cl)cn23)CC1)c1ccoc1	1	3
Cc1ccc(S(=O)(=O)NC2CCCCC2)cc1[N+](=O)[O-]	-2	0
CCOC(=O)c1cc(C(=O)OC)c(C)nc1NCc1ccc2c(c1)OCO2	4	nt
CC(=O)Nc1ccccc1NC(=O)CC1CCCCC1	0	-1

Later entries
SMILES	Pf apPOL inh	mHTT CaM bind
COc1ccccc1CCNC(=O)Cc1csc(NC(=O)c2ccco2)n1	-1	7
CCc1cc2c(=O)c(-c3nc(C)cs3)coc2cc1OC(C)C(=O)O (stereo not drawn)	5	2
Cc1nc(C)c(C(=O)Nc2ccc(C)c(F)c2)s1	0	2
O=c1oc2cc(O)ccc2cc1-c1nnc(Nc2ccc(Cl)cc2)s1	-4	-9
COc1ccc(C2N(C(C)=O)CCN2S(=O)(=O)c2ccc(C)cc2)cc1 (stereo not drawn)	2	1
Cc1cc(C2CCCN2C(=O)Nc2ccc(C)c(Cl)c2)no1 (stereo not drawn)	-5	-9
CCc1cc2c(=O)c(-c3nc4ccccc4n3C)coc2c(CN(C)C)c1O	4	-1
CC(C)(Oc1ccc(Cl)cc1)C(=O)NCCNc1cc(-n2cccn2)ncn1	-10	-4
CS(=O)(=O)NC1CC2CC1N(C(=O)NCc1cccc(F)c1)C2 (stereo not drawn)	0	-8
N#Cc1ccc(C(=O)Nc2nnc(CSc3ccccc3)o2)cc1	-170	26
O=C1OC(c2ccccc2Br)=N/C1=C/c1cccc([N+](=O)[O-])c1O	0	14
COc1ccc(-c2nnc(NC(=O)Nc3ccc(C)c(C)c3)s2)cc1OC	-5	0
COc1cc(C2=NOC(C(=O)N3CCCC3)C2)cc(OC)c1OC (stereo not drawn)	-5	-9
C1CCN(CC2CSCCCN2)CC1 (stereo not drawn)	5	-2
Cc1cccc(-c2noc(-c3ccc(N4CCN(C)CC4)nc3)n2)c1	1	25
N#Cc1ccc(/C=C2/NC(=O)N(Cc3ccc(Cl)cc3)C2=O)cc1	-6	5
Fc1cccc(Cl)c1C=NCc1ccc(Cl)cc1	-4	nt
CCC(=O)NCc1csc(C2CCN(C(=O)c3ccc(C)c(C)c3)CC2)n1	-2	-2
CN1CC(NC(=O)CCC2CCCC2)CC1=O (stereo not drawn)	1	-1
Cc1c(-c2ccccc2)c(=O)oc2cc(O)ccc12	4	-4
Cc1nccn1CCCN1C(=O)OC2(CCCCC2)C1(C)O (stereo not drawn)	nt	-3
O=C(Nc1ccc(C(F)(F)F)cc1)C(=O)NC1CCCCCC1	-8	-3
CCCN(CCC)CCCNC(=O)c1cc2cc3ccc(Cl)cc3nc2o1	-2	6
CCN(CC)C(=O)c1cc2cc3ccc(Cl)cc3nc2o1	-3	4
COc1cccc(NC(=O)CCc2ccccc2)c1	-3	-8
Cc1ccc(C23CC4CC(CC(C(=O)N(C)C)(C4)C2)C3)cc1	-5	-5
CC(CNC(=O)c1cccc([N+](=O)[O-])c1)CN(C)C (stereo not drawn)	40	0
O=C(NCCCN1CCCC1)C1CCc2sc(C(=O)N3CCCC3)cc2C1 (stereo not drawn)	1	5
Cc1ccc(S(=O)(=O)N(CC(=O)N2CCOCC2)Cc2ccc(Br)cc2)cc1	-4	28
Cc1ccc(NC(=O)CN2C(=O)CC(c3ccccc3)=Nc3cccnc32)cc1C	1	-3
CCCCS(=O)(=O)N1CC(C)C(c2nc(-c3ccccc3)no2)C1 (stereo not drawn)	4	-5
CC(C)c1ccc(N2C=C(C#N)S(=O)(=O)c3ccccc32)cc1	-1	-6
CCOC(=O)c1cc2cc([N+](=O)[O-])cc(OC)c2oc1=O	-3	-1
COCCN(CCOC)Cc1c(O)ccc2c1OC(=Cc1cccc(Br)c1)C2=O	-24	22
COc1cccc(C(=O)N2CCc3c(c(C(=O)NCc4ccc5c(c4)OCO5)nn3C)C2)c1	-2	51*
CCN(CC)C(=O)c1cc2c(s1)CCC(C(=O)N1CCN(c3ccccc3F)CC1)C2 (stereo not drawn)	-1	14
CC(=O)N1CCc2cc(C)c(S(=O)(=O)NCC3CCCO3)cc21 (stereo not drawn)	1	-5
Cc1cc(C)nc(SCc2nnc(SCC=Cc3ccccc3)n2C)n1	-13	-3
Cc1c(Br)c(C(F)(F)F)nn1CC(=O)N1CCCCC1	6	2
CCCN(CCC)S(=O)(=O)c1ccc(Br)c(OC)c1	3	-51
CCN(CC)S(=O)(=O)c1ccc(NC(=O)C2CCCCC2)cc1	1	-5
CCOC(=O)C1CCN(C(=O)C2=C(C)C(=O)OC23CCCCC3)CC1	-3	-2
CCC(C)(C)C(=O)N1CCN(c2ccc(NC(=O)c3ccccc3F)cn2)CC1	-2	-1
COc1ccc(CC(=O)NCC2COC3(CCCC3)O2)cc1 (stereo not drawn)	3	-5
COc1ccc(-c2c(C)oc3cc(OC(C)=O)ccc3c2=O)cc1OC	-5	11
CCCCNc1cccc2c1S(=O)(=O)N[C@H](C)CO2	0	-3
COc1ccc(C2=N/C(=C\c3cc(OC)c(OC)cc3OC)C(=O)O2)cc1	6	2
FC(F)(F)c1nc2cc3c(cc2n1Cc1ccc(Br)cc1)OCCO3	-4	-17
CCOC(=O)c1nsc2c(OCC)ncnc12	nt	-1
O=c1cc(-c2ccccc2)nc2n1CCN2Cc1ccncc1	2	8
O=C(Nc1ccccc1F)c1ccc(C(=O)Nc2ccccc2F)cc1	3&2	6&2
Fc1ccc(-c2nc(-c3ccc(-n4cccn4)nc3)no2)cc1F	-1	-1
Cc1ccccc1-c1nc(-c2nnn(Cc3ccccc3)c2C)no1	-1	-15
COc1cccc(-c2noc(C3CCCN3C(=O)Nc3cccc(Cl)c3)n2)c1 (stereo not drawn)	-2	-8
O=C(C1CCN(c2ncnc3c2nc2n3CCCCC2)CC1)N1CCOCC1	-2	-3
Cc1c(C#N)c(N)n(Cc2c(Cl)cccc2Cl)c1C	-12	nt
O=[N+]([O-])c1cccc(S(=O)(=O)NCc2ccc(Cl)cc2)c1	-2	0
Cc1ccn2c(-c3csc(Nc4ccc(C(=O)O)cc4)n3)c(C)nc2c1	-8	-2
Cc1cccc2c(Nc3ccc(S(N)(=O)=O)cc3)c3ccc([N+](=O)[O-])cc3nc12	2	41
Cc1cccn2c(=O)c3cc(C(=O)NCC4CCCO4)c(=N)n(CCOCCO)c3nc12 (stereo not drawn)	8	2

Carrying on.
SMILES	Pf apPOL inh	mHTT CaM bind
Cc1nc(N)sc1-c1csc(Nc2ccc(O)cc2)n1	1	42
C=CCN(c1ccccc1)S(=O)(=O)c1ccc(F)c(C(=O)Nc2cc(C)ccc2OC)c1	2	-7
Clc1ccc(-c2csc(-c3cnccn3)n2)s1	-11	nt
CC(=O)N(CN1C(=O)c2ccccc2C1=O)c1ccc(C)c(Cl)c1	2	-4
CCCNc1cc(N2CCC(CCC(=O)Nc3cccc(C)c3C)CC2)ncn1	-9	8
O=C(Cc1ccsc1)N1CCCn2cc(-c3ccccc3F)nc21	0	-4
O=C(CCSCc1ccccc1F)NCc1cccs1	-9	-7
Cn1nc(-c2nnc(-c3ccccc3Cl)o2)c2c1CCN(C(=O)CCc1ccccc1)C2	-3	76*
CCOc1ccc(C(=O)N2CCc3c(c(COCc4ccccc4C)nn3C)C2)cc1	4	7
COc1cc(OC)c(OC)cc1CN1CCN(Cc2cc(OC)c(OC)c(OC)c2)CC1	-5	3
Cc1ccc(N(CC(=O)Nc2ccccc2C(N)=O)S(C)(=O)=O)cc1C	-2	-3
CC(=O)N1CCc2sc(S(=O)(=O)Nc3cc(C)ccc3Cl)cc2C1	-5	1
Cc1c(Cl)c([N+](=O)[O-])nn1CCCC(=O)N(Cc1ccccc1)Cc1ccccc1	-6	84*
O=C(/C=C/Nc1ccccc1NS(=O)(=O)c1ccc([N+](=O)[O-])cc1)c1cccs1	2	48
Cc1c(Cl)cccc1N1CCC(C(=O)NCC2CC2)C1=O (stereo not drawn)	-6	-2
Cc1c(Cl)c([N+](=O)[O-])cc([N+](=O)[O-])c1N1CCCC1	4	50
CC(=O)N1CCc2cc(Br)cc(S(=O)(=O)Nc3cc(F)ccc3F)c21	11	7
Cc1ccc2oc(-c3ccc(NC(=O)c4ccc(Br)o4)cc3)nc2c1	7&0	2&-4
C#CC(C)(C)OC(=O)C1CC(C)=CCC1C(=O)O (stereo not drawn)	nt	2
CCCc1nc(-c2c(C)cc(C)nc2NC(=O)c2cc(F)cc(F)c2)no1	-3	3
CCCS(=O)(=O)c1c(S(=O)(=O)CCC)c2c(N)cccn2c1C(=O)c1ccc(C)cc1C	-7	21
Cc1ccc(C(=O)Nc2ccc(N3CCOCC3)cc2)cc1C	3	11
O=S(=O)(NCC1CCCO1)c1ccccc1 (stereo not drawn)	nt	-3
CCc1noc(COC2CCCN(S(=O)(=O)c3cn(C)cn3)C2)n1 (stereo not drawn)	-4	-7
CCc1ccc(NC(=O)Cn2nnnc2N)cc1	-8	0
CCN(CCC(=O)Nc1cc([N+](=O)[O-])ccc1OC)Cc1ccccc1	-3	3
COc1ccc(OC)c(/C=C2/C(=O)NC(=O)N(Cc3ccc(F)cc3)C2=O)c1	0	34
CC1CCN(Cc2nc(-c3ccc(N4CCC(C)CC4)nc3)no2)CC1	-1	-3
O=C(c1cnn2cccnc12)N1CCCC1c1ccc(Cl)cc1 (stereo not drawn)	-2	13
COc1nccnc1NC1CCN(S(=O)(=O)c2ccccc2)CC1	-6	5
Cc1cc(O)cc2c1C(=O)C(=Cc1cc3ccccc3o1)O2	-2	55*
C=C(C)COc1ccc2cc(-c3ccc(OC)c(OC)c3)c(=O)oc2c1	-3	-51
O=C(NCc1ccccc1Cl)c1noc2c1CCCC2	-3	-16

Complete entries from above. Order of values: Pf apPOL inh, mHTT CaM bind
CC(=O)N1CCc2cc(Br)cc(S(=O)(=O)Nc3cc(F)ccc3F)c21 as listed: 11, 7
COc1nccnc1NC1CCN(S(=O)(=O)c2ccccc2)CC1 as listed: -6, 5
